Pol beta inh: DNA polymerase beta (human) inhibition; Pol beta primer extension/strand displacement, fluorescence kinetic; Potency, µM (top dose mostly 114 µM), inactives show at the highest dose activity change, negative = inhibition, usual class: inhibitors; 340,000 tested, 1.3% active; further: potency means the concentration at half of the fitted maximal effect; on the % scale 0 is the no-effect control and ±100 the full control effect
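Kinetic readout of DNA synthesis with strand displacement by Pol beta. Compound and 10 nM enzyme sit 15 min at room temperature; 50 nM substrate starts the reaction, read immediately and at 10 min.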
APE1 inh: inhibitors of human APE1 endonuclease. AID 2517. 350,000 tested, 0.35% active. Potency, µM (doses to about 65.8 µM), for inactives: top-dose activity change, negative = inhibition, most hits filed as inhibitors. P27695. recombinant APE1, TAMRA/BHQ-2 abasic DNA cleavage fluorescence;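 further: potency means the concentration at half of the fitted maximal effect; plate controls were vehicle for no effect and reference inhibitor for full effect; nearly all actives have a fitted effect of over 55% in size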
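Substrate: short duplex with […] THF abasic site, 5'-TAMRA and 3'-BHQ-2, 50 nM final. APE1 at 0.75 nM, preincubated 15 min RT with compound. Fluorescence increase from first to third read measured activity.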
ERG-DNA inh: ERG Ets/DNA interaction inhibition | fluorescence polarization, His-ERG Ets domain / labelled DNA | 370,000 tested, 0.028% active | P11308 | Potency, µM (titrated, usually from 76.9 µM), for the others: top-dose FP activity, negative = inhibition, actives largely listed as inhibitors; active means well fitted inhibition curve with a large enough effect in the polarisation, with a control signal flat; inconclusive means small, poorly fitted or top-dose-only effect, or effect the other way, or a change in a side signal; inactive means no such curve, though single readings can be large or run the other way; the % refers to the polarisation;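 further: polarization taken with two DNA probes labelled with fluorescein and Texas red; potency means the concentration at half of the fitted maximal effect; % of control where 0% means no effect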
Target sequence (P11308 whole entry, looked up, the tested form may be a part): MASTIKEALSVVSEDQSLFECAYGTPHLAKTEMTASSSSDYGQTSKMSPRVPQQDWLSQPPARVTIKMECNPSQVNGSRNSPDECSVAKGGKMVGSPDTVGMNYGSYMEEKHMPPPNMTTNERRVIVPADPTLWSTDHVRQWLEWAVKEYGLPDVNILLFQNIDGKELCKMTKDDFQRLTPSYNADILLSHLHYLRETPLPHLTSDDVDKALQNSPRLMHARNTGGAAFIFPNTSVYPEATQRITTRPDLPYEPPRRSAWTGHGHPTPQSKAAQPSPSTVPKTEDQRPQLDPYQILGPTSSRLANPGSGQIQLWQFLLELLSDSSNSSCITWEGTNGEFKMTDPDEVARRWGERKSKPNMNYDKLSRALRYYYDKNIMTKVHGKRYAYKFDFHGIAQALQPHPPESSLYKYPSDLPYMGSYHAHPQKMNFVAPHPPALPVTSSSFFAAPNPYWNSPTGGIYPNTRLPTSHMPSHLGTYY
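His-tagged ERG Ets domain (1 uM in the protein solution; 300mM KCl, 50mM Tris-HCl, 1mM EDTA, 1mM DTT, pH 7.5) received compound, then a probe mix of 5 nM fluorescein-DNA and 100nM Texas-615-DNA. Fluorescence polarization was read for both dyes.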
Pol kappa inh: inhibitors of human DNA polymerase kappa; purified Pol kappa, fluorescent DNA synthesis assay, 10 min; Potency, µM (titrated, usually from 107 µM), without a hit: at the top dose activity, negative = inhibition, usual class: inhibitors; 400,000 tested, 0.53% active; Q9UBT6; AID 588579; further: potency means the concentration at half of the fitted maximal effect; on the % scale 0 is the no-effect control and ±100 the full control effect
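Inhibition of 10 nM Pol kappa is measured by a fluorescent read-out at 0 and 10 min following addition of 50 nM substrate (final), with a 15-min room-temperature compound preincubation.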
Anesthetic bind: binds horse apoferritin like a general anesthetic; P02791; apoferritin/1-aminoanthracene competitive binding, fluorescence; Potency, µM (series often up to 77.5 µM), for inactives: at the highest dose activity change, negative = displacement, actives largely listed as inhibitors; 350,000 tested, 0.074% active; AID 485281; further: potency means the concentration at half of the fitted maximal effect; on the % scale 0 is the no-effect control and ±100 the full control effect; nearly all actives have a fitted effect of over 20% in size
Target sequence (P02791 2-175 limits assumed): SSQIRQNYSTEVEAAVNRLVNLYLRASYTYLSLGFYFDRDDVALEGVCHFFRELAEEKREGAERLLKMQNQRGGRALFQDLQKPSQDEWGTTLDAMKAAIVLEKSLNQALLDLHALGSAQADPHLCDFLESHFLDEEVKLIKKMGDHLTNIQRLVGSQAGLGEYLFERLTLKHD
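Read-out: endpoint 1-AMA fluorescence, excitation 380 nm and emission 535 nm, after compounds sit 10 min at room temperature with 10 uM horse-spleen apoferritin in 50% saturated 1-AMA/PBS. Values come from four-parameter Hill fits.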
POLI inh: inhibitors of human DNA polymerase iota. Q9UNA4. Pol iota fluorescent replication assay, 10 min. Potency, µM (top dose mostly 115 µM), for inactives: at the highest dose activity, negative = inhibition, actives largely listed as inhibitors. 390,000 tested, 1% active. AID 588590; further: potency means the concentration at half of the fitted maximal effect
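Pol iota at 10 nM preincubated 15 min with compounds at room temperature; reaction started with fluorescent substrate, 50 nM final. Fluorescence read kinetically at 0 and 10 min; buffer-only wells as negative control.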
BLM helicase inh: Bloom syndrome helicase (human) inhibition | Potency, µM (series often up to 56.1 µM), for inactives: top-dose activity change, negative = inhibition, usual class: inhibitors | recombinant BLM DNA unwinding, fluorescence dequenching | 350,000 tested, 0.2% active | AID 2528;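 further: potency means the concentration at half of the fitted maximal effect; plate controls were vehicle for no effect and no enzyme for full effect; nearly all actives have a fitted effect of over 35% in size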
TRHR agonist: TRH receptor (human) agonism; P34981; TRHR cells, calcium flux fluo-8, FDSS agonist mode; activation, % at 2 µM; 360,000 tested, 0.18% active; AID 493084; in the data active means activation above about 30%; further: 0% is about no effect
Target sequence (P34981 whole entry, looked up): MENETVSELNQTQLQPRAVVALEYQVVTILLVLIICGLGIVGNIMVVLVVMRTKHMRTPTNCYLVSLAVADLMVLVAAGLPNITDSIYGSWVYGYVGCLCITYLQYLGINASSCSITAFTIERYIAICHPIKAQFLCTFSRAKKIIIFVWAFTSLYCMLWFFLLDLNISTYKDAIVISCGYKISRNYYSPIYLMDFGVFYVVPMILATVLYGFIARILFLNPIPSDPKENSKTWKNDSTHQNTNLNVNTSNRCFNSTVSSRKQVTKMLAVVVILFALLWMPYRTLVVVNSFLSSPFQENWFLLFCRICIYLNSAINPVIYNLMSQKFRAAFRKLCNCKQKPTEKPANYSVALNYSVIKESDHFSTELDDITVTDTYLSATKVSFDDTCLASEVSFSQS
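Agonist-mode FDSS calcium read (Ex 480/Em 530, 1 s cycles) in 1536-well TRHR cells with fluo-8 dye, after 10-cycle baseline and 23 nL compound addition; TRH at EC20 (10 nM final) added afterwards for the enhancer phase.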
ALOX12 inh: inhibitors of human 12S-lipoxygenase ALOX12; 580,000 tested, 1.1% active; Potency, µM (series often up to 108 µM), for inactives: at the highest dose activity change, negative = inhibition, usual class: inhibitors; purified 12hLO, xylenol orange hydroperoxide absorbance; P18054; further: potency means the concentration at half of the fitted maximal effect; on the % scale 0 is the no-effect control and ±100 the full control effect
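Purified human 12hLO at 150 nM in 25 mM Hepes, 0.01% Triton X-100, pH 7.0, preincubated 15 min at room temperature with compound. Reaction started with 40 uM arachidonic acid, 30 min at room temperature. Hydroperoxide measured by Fe-xylenol orange, 573/405 nm absorbance ratio.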
* marks the source's active call; other numbers are inactive results; ? = inconclusive; . = not tested or not shown; [ ] = another dose, or the depositor's remark. Unless noted, the call rests on the fitted dose curve; in most records, active means well fitted curve in the direction sought with a large enough effect; inconclusive means small, poorly fitted or top-dose-only effect, or another doubt; inactive means no such curve, though single readings can be large; an effect the other way counts as inactive or inconclusive. These rows are one share of the data; the hit share may differ from the screen's.

SMILES	Pol beta inh	APE1 inh	ERG-DNA inh	Pol kappa inh	Anesthetic bind	POLI inh	BLM helicase inh	TRHR agonist	ALOX12 inh
COc1cc(CO)ccc1OCC(=O)Nc1ccc(Br)cc1	13.0%	16.9%	-9.0%	-3.4%	-12.5%	-12.9%	-1.7%	0.0	?
O=C(Nc1ccccc1)[C@@]12C[C@@H]1/C(=N/O)c1ccccc1O2	.	8.2%	.	-10.8%[19.4 µM]	.	.	-12.8%	.	113.4%[activator]
NC(Cc1cc(I)c(Oc2cc(I)c(O)c(I)c2)c(I)c1)C(=O)O (stereo not given)	.	-2.1%	.	?	-14.4%	.	-4.8%	.	.
COc1ccccc1N1CCN(C(CNS(=O)(=O)c2ccccc2)c2ccccc2)CC1 (stereo not given)	33.0%	-2.6%	-3.6%	-13.3%	-4.8%	5.0%	-9.5%	-0.7	78.0%[activator]
Cc1ccc(NC(=O)COc2ccc3c(c2)CCC3)nc1	.	-10.5%	-5.6%	0.0%	.	-25.0%	.	-1.7	-3.1%
O=C1CCC(C(=O)OCC(=O)N2N=C3/C(=C\c4ccccc4)CCCC3C2c2ccccc2)N1 (stereo not given)	.	.	-9.8%	-6.1%	.	31.9%[activator]	.	.	?
CNC(=O)CN1C(=O)NC2(CCc3ccccc32)C1=O (stereo not given)	12.1%	-7.9%	0.3%	6.2%	-4.1%	-15.9%	6.3%	-0.5	0.0%
Cc1cc(C)n(CCC(=O)N/N=C/c2c(O)ccc3ccccc23)n1	-1.3%	3.2%	9.2%	-17.3%	-13.0%	5.2%	-7.8%	-1.4	?
COc1ccc(C2Nc3ccccc3C(=O)N2c2ccc(C)cc2)cc1Cn1cc([N+](=O)[O-])cn1 (stereo not given)	-2.6%	-8.7%	-1.8%	-0.5%	-17.7%	-5.2%	-6.2%	-0.4	-5.3%
Cc1ccc2[nH]c(O)c(N=NC(=O)c3ccc(NS(=O)(=O)c4cccs4)cc3)c2c1	2.6%	-1.4%	-1.1%	-10.7%	-1.2%	?	-22.2%	0.6	9.6%
O=C(C1CCC1)N1CCc2cc(S(=O)(=O)Nc3ccc4c(c3)OCCO4)ccc21	22.8%	-3.7%	-4.5%	-6.5%	-6.2%	15.3%	-4.5%	-0.8	0.0%
CCOC(=O)c1c(NC(=S)Nc2ccccc2)sc2c1CCCCC2	-16.4%	1.0%	.	-2.3%	-10.9%	0.2%	-0.8%	-0.2	.
CC(=O)Nc1nc2c(c3c1c(=O)oc1ccccc13)CC(C)CC2 (stereo not given)	11.8%	9.6%	.	.	4.4%	.	-13.7%	-0.4	.
COc1ccc(C(c2nnnn2C2CCCC2)N2CCN(C(=O)c3ccco3)CC2)cc1OC (stereo not given)	85.7%	25.9%	0.0%	-10.1%	-8.9%	?	-3.6%	0.1	?
Cc1ccc2nc(SCC(=O)Nc3ccc(C(N)=O)cc3)[nH]c2c1	-29.9%	-6.7%	5.8%	1.7%	-22.4%	15.4%	-1.4%	-1.1	-23.7%
COc1ccc(-c2noc(C3CCCN(C(=O)c4ccc(C)cc4)C3)n2)cc1 (stereo not given)	-17.2%	3.2%	1.3%	-2.3%	-13.8%	3.8%	-5.4%	-0.6	-2.7%
O=C(CSCc1ccccc1)N1CCN(c2ccc(F)cc2)CC1	9.5%	-6.7%	.	-8.5%[60.1 µM]	-13.0%	?	-6.5%	-1.5	18.8%
CN(Cc1ccccc1)C(=O)CN1C(=O)NC(C)(c2ccc(C(C)(C)C)cc2)C1=O (stereo not given)	19.4%	2.8%[12.4 µM]	13.0%	-4.0%	-12.9%	41.1%[activator]	-8.6%	1.2	-4.4%
CN(C)CCCOC(=O)c1ccccc1Cl	7.8%	4.2%	2.4%	-0.3%	-18.4%	5.6%	-4.3%	0.5	46.9%[activator]
COCCCNC(=O)C[C@H]1C[C@H](C(=O)N(C(C)C)C(C)C)[C@@]2(C)c3[nH]c4ccc(Cl)cc4c3CCN2C1=O	.	12.3%	-15.8%	0.8%	.	10.7%	.	.	?
O=C(O)C1C2CCC(O2)C1C(=O)Nc1ccc(F)c(Cl)c1 (stereo not given)	-0.1%	0.9%	-0.7%	-0.8%	-10.3%	34.2%	-12.0%	0.2	-6.4%
Cc1sc2ncnc(N3CCC(C(=O)NNC(=O)COc4ccc(Cl)cc4)CC3)c2c1C	.	.	4.2%	-14.0%	.	0.6%	.	.	182.7%[activator]
O=C(CNS(=O)(=O)c1ccc(Br)s1)NCCc1ccc(Cl)cc1	43.3%	-13.1%	2.2%	2.9%	-3.5%	21.0%	4.2%	-1.7	0.0%
CCOC(=O)C1CCN(C(=O)CN2C(=O)NC3(CCCCC3)C2=O)CC1	.	10.7%	11.5%	-0.5%	.	-9.1%	.	0.5	0.0%
Cc1ccsc1CN(C(=O)c1ccccc1)C1CCS(=O)(=O)C1 (stereo not given)	0.5%	8.2%	-6.6%	-5.0%	-3.2%	26.2%	-0.4%	0.0	15.1%

Further results.
SMILES	Pol beta inh	APE1 inh	ERG-DNA inh	Pol kappa inh	Anesthetic bind	POLI inh	BLM helicase inh	TRHR agonist	ALOX12 inh
O=C(O)C1=C[C@H](c2ccc(Br)cc2)C[C@H](OCCCCO)O1	29.5%	21.0%	-6.7%	-2.8%	-4.4%	-19.5%	0.3%	0.1	35.5µM*
CCOC(=O)C1CCC(CN(Cc2ccc(OC)cc2)S(=O)(=O)c2ccc(F)c(C(=O)Nc3cc(Cl)ccc3OC)c2)CC1 (stereo not given)	-6.9%	.	-2.2%	-1.9%[60.1 µM]	26.7%	-5.2%	-3.5%	0.6	-17.3%
CCN(C(=O)C(C)OC(=O)CCCNC(=O)c1ccc(Cl)cc1)c1ccccc1 (stereo not given)	.	22.0%	11.4%	-17.5%	.	9.1%	.	0.3	?
CSCC[C@H](NC(=O)OC(C)(C)C)c1nnc(SCC(=O)N(C)C)o1	0.9%	5.4%	5.2%	0.2%	-7.8%	22.1%	-1.5%	-0.5	0.0%
COC(=O)CN(c1ccc(C)cc1)S(=O)(=O)c1ccc(F)cc1	?	0.8%	-0.8%	-8.9%	-9.2%	37.4%	-3.8%	-1.9	-1.6%
CCCCN1CC(C(=O)NCc2ccc(C)cc2)CC1=O (stereo not given)	4.9%	-3.1%	-9.5%	-11.6%	-10.1%	7.3%	3.6%	-1.6	10.3%
CC(C)(C)NC(=O)CCN(/N=C/c1ccccc1)C1=NS(=O)(=O)c2ccccc21	-20.2%	39.1%	2.6%	4.0%	-2.0%	-5.0%	-2.7%	-1.3	0.0%
CC(=O)c1cccc(NC(=O)NC2CCCCC2)c1	11.5%	0.5%	-8.5%	3.4%	-9.0%	?	1.9%	-0.1	-20.7%
CCN(CC(=O)Nc1c(F)cccc1F)C(=O)C1CCN(S(=O)(=O)c2ccc(F)cc2)CC1	.	17.0%	21.9%	-3.6%	.	39.3%[activator]	.	-0.2	-1.8%
COCCNc1nc(N)c([N+](=O)[O-])c(NCC2CCCO2)n1 (stereo not given)	1.2%	1.1%	-4.2%	-7.0%	0.3%	134.5%[activator]	4.6%	0.1	-23.9%
CCCCN(CC)C(=O)Cc1ccc(Br)cc1	12.9%	?	1.4%	-6.1%	-13.5%	12.3%	-2.4%	-0.6	16.4%
Cc1ncc(CO)c(CNc2ccc(Oc3ccccc3)cc2)c1O	31.3%	16.4%	-1.4%	5.6%	-4.0%	43.2%[activator]	-5.0%	0.1	11.2%
COc1ccccc1NC(=O)NNC(=O)c1ccncc1	.	.	0.4%	5.8%	.	21.5%	.	.	0.9%
Cc1nn(-c2nnc(C)c(=O)[nH]2)c(C)c1SCC(=O)Nc1ccc(F)cc1	3.0%	2.0%	1.3%	-19.7%	-3.0%	2.6%	2.4%	1.1	-22.6%
CCCCC1(C)OC(=O)C(=Cc2ccc(N(CC)CC)cc2)C(=O)O1 (stereo not given)	6.1%	-0.6%	6.1%	-20.7%	?	?	-4.6%	-0.3	?
Cc1ccc(-n2c(SCc3ccc(C#N)cc3)nnc2-c2ccccn2)cc1	1.9%	4.2%	1.9%	-13.9%	?	34.9%[activator]	-1.9%	-0.3	24.8%
COc1ccc2cc(CCNC(=O)c3ccc(S(=O)(=O)N4CCCC4)cc3)c(=O)[nH]c2c1	-0.4%	-0.9%	-2.0%	-6.5%	-5.5%	-10.4%	-6.8%	-0.8	-2.8%
CC1(CCC(=O)N2CCCC(Nc3ccc(F)cc3)C2)CC1 (stereo not given)	44.5%	-8.4%	-8.9%	-11.3%	-12.9%	29.0%	-3.5%	-0.5	0.0%
CCN(CC)S(=O)(=O)c1ccc(O)c(C(=O)OCC(=O)NC2CCCC2)c1	40.2%	8.8%	9.0%	-10.4%	-0.7%	144.0%[activator]	-2.4%	0.2	0.0%
COc1ccc(CNC(=O)c2cc3c(-c4ccccc4F)nn(C)c3s2)c(OC)c1	1.7%	.	-0.8%	3.9%	16.6%	-0.7%	-5.8%	-0.9	-6.9%
Cc1cccc(C(=O)OCC(=O)Nc2ccc(F)cc2)c1	-11.2%	41.0%	4.9%	-3.0%	-7.8%	5.3%	-4.8%	0.6	4.9%

Arranged by value in Pol kappa inh (falling): some entries from above.
SMILES	Pol beta inh	APE1 inh	ERG-DNA inh	Pol kappa inh	Anesthetic bind	POLI inh	BLM helicase inh	TRHR agonist	ALOX12 inh
CC(C)(C)NC(=O)CCN(/N=C/c1ccccc1)C1=NS(=O)(=O)c2ccccc21	-20.2%	39.1%	2.6%	4.0%	-2.0%	-5.0%	-2.7%	-1.3	0.0%
COc1ccc2cc(CCNC(=O)c3ccc(S(=O)(=O)N4CCCC4)cc3)c(=O)[nH]c2c1	-0.4%	-0.9%	-2.0%	-6.5%	-5.5%	-10.4%	-6.8%	-0.8	-2.8%
CCN(C(=O)C(C)OC(=O)CCCNC(=O)c1ccc(Cl)cc1)c1ccccc1 (stereo not given)	.	22.0%	11.4%	-17.5%	.	9.1%	.	0.3	?

Source: PubChem BioAssay
